a7 integrin act: activates integrin-mediated alleviation for muscular dystrophy; alpha7betagal myoblasts, beta-gal FDG fluorescence, 48 h; Potency, µM (titrated, usually from 38.3 µM), inactives show top-dose activation, hits mostly activators; 350,000 tested, 0.064% active; AID 624291;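 further: potency means the concentration at half of the fitted maximal effect; 100% = response of the positive control SU9516; nearly all actives have a fitted effect of over 60% in size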
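alpha7betagal+/- myoblasts (passage 13, 250/well) treated 48 h at 37C with compounds at 1:260 dilution of DMSO stock. Lysed, then beta-galactosidase activity read as FDG fluorescence (ex 480/em 540) after 30 min, with pre-read for autofluorescence.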
A-T KAP1 phos: candidate therapy for ataxia-telangiectasia; […] A-T fibroblasts, KAP-1 phosphorylation AlphaLISA; neocarzinostatin DNA damage 30 min before lysis; Potency, µM (top dose mostly 57.5 µM), inactives show at the top dose activation, most hits filed as activators; 320,000 tested, 0.19% active; AID 485349; further: potency means the concentration at half of the fitted maximal effect; % of control where 0% means no effect; nearly all actives have a fitted effect of over 45% in size
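ATM-like activity read as KAP-1 phosphorylation via AlphaLISA donor/acceptor antibody pairs after lysis and 6 hr at 25C. Cells were ATM-null patient fibroblasts ([…], hTERT), dosed 60 min, then exposed to the DSB inducer NCS for 30 min.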
CXXC DNA block: MLL CXXC-DNA interaction inhibition; Potency, µM (highest dose often 115 µM), without a hit: at the highest dose activity change, negative = inhibition, usual class: inhibitors; AID 2662; 290,000 tested, 0.037% active; MLL-CXXC / FITC-HOXA9 DNA fluorescence polarization; active means well fitted inhibition curve with a large enough effect in the polarisation, with a control signal flat, not every such curve was filed as active; inconclusive means small, poorly fitted or top-dose-only effect, or effect the other way, or a change in a side signal; inactive means no such curve, though single readings can be large or run the other way; the % refers to the polarisation; further: potency means the concentration at half of the fitted maximal effect
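Purified MLL-CXXC (added from a 7 uM solution) was preincubated 5 min at ambient with pinned compounds in 50 mM Tris-HCl pH 7.5, 50 mM NaCl, 1 mM DTT, 0.05% BSA. Fluorescein-labeled HOX-A9 DNA (50 nM solution) followed, 30 min, then polarization read.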
MBNL1 CUG block: inhibitors of human MBNL1 binding to CUG repeat RNA; Q9NR56; TR-FRET MBNL1-His/biotin-(CUG)12 binding, 665/545 ratio; Potency, µM (titrated, usually from 57.5 µM), without a hit: at the highest dose activity change, negative = inhibition, actives largely listed as inhibitors; 280,000 tested, 0.036% active; AID 2675; active means well fitted inhibition curve with a large enough effect in the signal ratio, with a control signal flat, not every such curve was filed as active; inconclusive means small, poorly fitted or top-dose-only effect, or effect the other way, or a change in a side signal; inactive means no such curve, though single readings can be large or run the other way; the % refers to the signal ratio; further: potency means the concentration at half of the fitted maximal effect; on the % scale 0 is the no-effect control and ±100 the full control effect
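Compound titration spanned 92 nM–58 uM against the MBNL1-His/biotin-(CUG)12 complex. After 60 min at room temperature with 5 nM streptavidin-XL665 and 0.055 ng/ul terbium anti-His, ratiometric 665/545 nm emission (Ex 340 nm) normalized to controls.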
hERG WT inh: KCNH2 (human, wildtype) channel inhibition; activity change, % at 1.84 µM; AID 720551; U2OS, BacMam KCNH2, thallium flux FluxOr; active compounds read low; 340,000 tested, 0.37% active; Q12809;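 active means maximum activity change below -70%; inconclusive means maximum activity change between -70% and -50%; inactive means maximum activity change above -50%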; further: on the % scale 0 is the no-effect control and ±100 the full control effect
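U2OS cells transduced with wild-type KCNH2 virus are loaded with FluxOr dye for 45 min, and thallium flux is measured in kinetic reads before and after stimulation buffer. Rate constants are normalized to DMSO controls.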
Coupling enz: counter-screen for Giardia aldolase inhibitors: coupling enzyme system; coupling enzyme system counterscreen, AmpLite Red fluorescence; activity change, negative = inhibition, % at 58.2 µM, hits read low; 290,000 tested, 0.67% active; AID 2472; in the data active means activity change below about -30%; further: on the % scale 0 is the no-effect control and ±100 the full control effect
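Counterscreen lacking aldolase: glyceraldehyde-3-phosphate coupling-enzyme reagent preincubated 10 min at RT with compound (at 57.5 uM final), then substrate/coupling system with AmpLite Red added; fluorescence read at 525/598 nm after 20 min RT.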
KCNH2 3.1 inh: KCNH2 3.1 (human) potassium channel inhibition; 340,000 tested, 0.95% active; U2OS KCNH2 3.1, thallium flux FluxOr; active compounds read low; activity change, % (tested at about 1.8 µM); AID 720553;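 active means maximum activity change below -70%; inconclusive means maximum activity change from -70% to -50%; inactive means maximum activity change above -50%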;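 further: thallium influx rate constant from kinetic fluorescence after stimulation buffer; on the % scale 0 is the no-effect control and ±100 the full control effect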
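Thallium flux read-out: FluxOr dye with Red40 quencher in HBSS/HEPES, 45 min at RT. Rate constants from kinetic reads were normalized to positive and negative DMSO controls. Cells: U2OS virally expressing the 3.1 isoform.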
S-ASM inh: blocks human secretory acid sphingomyelinase | placental ASM, HMU-PC fluorogenic substrate, 60 min | Potency, µM (top dose mostly 57.5 µM), without a hit: at the highest dose activity change, negative = inhibition, actives largely listed as inhibitors | 340,000 tested, 0.006% active | AID 504937; further: potency means the concentration at half of the fitted maximal effect
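Steps: dispense placental human ASM, pin compound, wait 10 min at room temperature, add HMU-PC0 substrate at 9 uM final, incubate 60 min at 37 °C, add stop solution raising pH to 10, read fluorescence.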
TRPV1 agonist: human TRPV1 agonism | activation, % at 8.33 µM | 320,000 tested, 0.19% active | TRPV1-expressing cells, Fluo-8 calcium influx, agonist mode; in the data active means activation above about 80%; inconclusive means between about 30% and that limit; further: 0% is about no effect
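Cells expressing TRPV1 were dye-loaded with Fluo-8 and read kinetically: 10 s baseline, 3 min after compound (agonist portion), then 2 min after EC20 capsaicin (allosteric enhancer portion). Calcium-bound dye fluorescence at 480/520 nm.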
GALK inhibitor: inhibitors of human galactokinase; Purified GALK, Kinase-Glo residual ATP luminescence; AID 1868; P51570; 270,000 tested, 0.007% active; Potency, µM (doses to about 57.5 µM), for the others: at the highest dose activity change, negative = inhibition, most hits filed as inhibitors; further: potency means the concentration at half of the fitted maximal effect; on the % scale 0 is the no-effect control and ±100 the full control effect
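GALK at 5 nM final was combined with compound, 35 uM ATP and 100 uM galactose in HEPES pH8.0 with MgCl2 and DTT. The reaction ran one hour at room temperature before luminescent ATP detection.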
Starred values were filed as active, the others as inactive; i = inactive; u = inconclusive; x = no result given; [ ] = another dose, or the depositor's remark. Unless noted, the call rests on the fitted dose curve; in most records, active means well fitted curve in the direction sought with a large enough effect; inconclusive means small, poorly fitted or top-dose-only effect, or another doubt; inactive means no such curve, though single readings can be large; an effect the other way counts as inactive or inconclusive. Outcome played no part in choosing rows, and some 2% of all compounds hit somewhere here.

The line under a structure holds: a7 integrin act	A-T KAP1 phos	CXXC DNA block	MBNL1 CUG block	hERG WT inh	Coupling enz	KCNH2 3.1 inh	S-ASM inh	TRPV1 agonist	GALK inhibitor
#1 CC(C)Oc1ccccc1C1NC(=O)CCC1[N+](=O)[O-] (stereo not given)
    -6%	u	10%	-17%	0	4	-8	-4%	-1	x
#2 O=C(O)c1cccc(Nc2ccnc(Nc3cccc(C(=O)O)c3)n2)c1
    0%	4%	0%	2%	14	-2	1	6%	1	-3%
#3 Cc1cccc(NC(=O)Nc2cnccn2)c1C
    5%	-6%	0%	-4%	-3	0	12	7%	9	8%
#4 Cc1ccc(N(CCC#N)C(=O)COC(=O)C2CCN(S(=O)(=O)c3ccc4c(c3)OCCO4)CC2)cc1
    14%	3%	x	x	-2	x	12	8%	-5	x
#5 Cc1ccc(Sc2cnccc2C#N)cc1
    -6%	4%	-4%	-6%	-10	-1	-5	-1%	0	-4%
#6 CC(C)[C@H](NC(=O)Nc1cccc(Br)c1)C(=O)O
    -5%	-3%	9%	u	13	11	-23	-2%	3	0%
#7 Clc1ccc(N/N=C/c2cccs2)nn1
    27%	-2%	11%	15%	1	0	3	0%	5	2%
#8 Cc1cc(C)c2c(-n3cccc3)c(NC(=O)OCc3ccccc3)sc2n1
    4%	-2%	7%	-4%	-13	0	-6	-15%	-1	-1%
#9 O=C(NCc1ccccc1CN1CCCC1)c1cccc(S(=O)(=O)N2CCOCC2)c1
    11%	8%	x	x	-8	x	-5	1%	0	x
#10 CC(=O)Nc1ccc(S(=O)(=O)N2CCC(c3nc4ccc(C)cc4[nH]3)CC2)cc1
    7%	2%	-2%	-9%	35	2	6	-1%	-4	6%
#11 CC1CCN(C(C)C(=O)Nc2ccccc2-c2ccccc2)CC1 (stereo not given)
    -41%	u	-15%	-6%	9	-8	18	-2%	-3	x
#12 COc1cc(C#Cc2ccc3cc(CCCO)oc(=O)c3c2)cc(OC)c1
    -22%	14%	x	x	x	x	x	-2%	13	x
#13 CCc1c(C)nc2c(C#N)c[nH]n2c1=O
    15%[7.66 µM]	0%	4%	-6%	3	-7	4	8%	0	0%
#14 CC(C)CCn1c(=O)[nH]c2ccccc21
    -6%	17%	-18%	-10%	5	1	20	-2%	13	x
#15 NS(=O)(=O)c1ccc(N/N=C/c2ccc(O)cc2O)c([N+](=O)[O-])c1
    42%	-6%	2%	u	0	1	26	-5%	-6	2%
#16 COc1cc(CN2CCN(S(=O)(=O)c3ccccc3)CC2)cc(OC)c1OC
    -5%	0%	-5%	-2%	-1	-4	20	-7%	-2	2%
#17 Cc1noc(C)c1C(=O)OCC(=O)Nc1ccc(N2CCOCC2)cc1
    u	7%	x	x	2	x	14	0%	x	x
#18 COc1ccc(-n2cccc2/C=C2/NC(=O)N(c3cccc(Cl)c3)C2=O)cc1
    22%	-3%	0%	-6%	-5	-1	1	11%	-6	x
#19 Cc1ccc(-c2nnn(CC(=O)N(CC3CCCO3)C(C(=O)NC(C)(C)C)c3ccc(F)cc3)n2)o1 (stereo not given)
    9%	3%	-3%	u	8	2	11	2%	9	-1%
#20 O=c1c(Cl)c(N/N=C/c2ccc(Br)cc2)cnn1-c1ccccc1
    -51%[inhibitor]	-2%	9%	3%	21	-2	-7	-2%	-1	-3%
#21 O=C(COc1ccc(Cl)cc1)NCc1nnc(SCC(=O)N2CCCC2)o1
    -16%	-1%	11%	3%	11	-4	-12	0%	-5	-2%
#22 Fc1ccc(C(Nc2ccccn2)c2c[nH]c3ccccc23)cc1 (stereo not given)
    -14%	3%	9%	x	-5	2	-7	-2%	-2	-5%
#23 COc1ccccc1C(=O)NCCC(=O)Nc1ccc(S(=O)(=O)Nc2ncccn2)cc1
    -15%	6%	x	x	-2	x	25	5%	-1	x
#24 CCN(CC)C(=S)NCCc1ccccc1
    -6%	13%	-3%	4%	i	-3	-13	12%	22	5%
#25 CCCN1CCN(C(=O)Cn2nc(CC)n3c(cc4sccc43)c2=O)CC1
    3%	0%	x	205%[activator]	1	3	-22	0%	-2	x
#26 CC12CC3CC1C(C(=O)O2)C3C(=O)O (stereo not given)
    29%	x	x	x	u	x	-7	4%	x	x
#27 Cc1ccc(S(=O)(=O)N2CCN(C(=O)CN3CCN(C)CC3)C2)cc1
    21%	8%	1%	-3%	-8	0	1	3%	0	0%
#28 COc1cccc(OC)c1C(=O)Nc1cccc(C(=O)Nc2cccc(C(=O)O)c2)c1
    u	-10%	16%	-6%	-2	0	26	6%	-3	1%
#29 COc1cccc(C2NC(=O)NC(C)=C2C(=O)Nc2ccccc2C)c1 (stereo not given)
    x	5%	-2%	-3%	x	8	x	x	0	3%
#30 COc1ccc(OC)c(NC(=O)CSc2nccn2Cc2ccco2)c1
    -23%	-7%	1%	-1%	-19	x	-6	-1%	-1	-8%
#31 O=C(Nc1cccc2nsnc12)c1ccc(-c2ccc(Br)cc2)o1
    -6%	-2%	28%	13%	3	-28	4	50%[activator]	-1	-1%
#32 CCOc1ccc(-c2ccc(NS(=O)(=O)c3cc([N+](=O)[O-])c(C)c([N+](=O)[O-])c3)cc2)nn1
    12%	7%	2%	u	-5	x	0	-16%	1	-4%
#33 COc1cc2c3c(c1OC)C1(C=CC(=NNC(N)=O)C=C1)CC3N(C(C)=O)CC2 (stereo not given)
    0%	0%	17%	u	x	0	-14	0%	-1	1%
#34 Cc1cc(C)n(CC(=O)n2c3c(c4ccccc42)CCCC3)n1
    6%	-2%	7%	-2%	4	-12	6	4%	10	-1%
#35 Cc1ccc(-n2c(=O)[nH]c3ncccc3c2=O)cc1
    15%	9%	-2%	u	-10	-2	16	83%[activator]	6	2%
#36 Cc1ccc(C(=O)N/C(=C/c2ccc(Cl)cc2)C(=O)NCC2CCCO2)cc1 (stereo not given)
    -7%	1%	2%	x	5	-2	32	1%	u	2%
#37 N#Cc1c(N)nc(SC2CCCCC2=O)c(C#N)c1-c1ccco1 (stereo not given)
    -28%	x	x	x	5	x	2	29%	x	x
#38 O=Nc1c(O)n(Cc2ccc(Cl)c(Cl)c2)c2ccccc12
    -11%	8%	1%	5%	-8	3	-2	-20%	-3	1%
#39 Cn1nc(/C=C/c2ccccc2)ccc1=O
    -7%	-2%	2%	x	3	1	-3	9%	5	1%
#40 COc1ccccc1C(=O)NNC(=O)c1ccccc1Br
    0%	-8%	-6%	8%	10	1	6	5%	-2	1%
#41 Cc1n[nH]c(C)c1CCC(=O)N/N=C/c1c(C)[nH]c2ccccc12
    6%	8%	0%	2%	-1	-3	-10	1%	1	x
#42 CC(CC(=O)Nc1cc(C(F)(F)F)ccc1Cl)c1ccccc1 (stereo not given)
    32%	3%	-7%	-2%	21	-4	-10	-5%	22	-1%
#43 C[C@H](CO)N1C[C@H](C)[C@@H](CN(C)CC2CC2)Oc2c(NS(=O)(=O)c3ccccc3)cccc2C1=O
    13%	13%	x	x	2	x	-4	2%	x	x
#44 COc1ccccc1NC(=S)c1ccccc1
    -17%	5%	4%	x	0	1	4	-1%	-3	1%
#45 Cc1ccc(O)c(C2=Nc3ccccc3N=C(c3ccco3)C2)c1
    -5%	-7%	-2%	u	-5	1	-18	-1%	6	-1%
#46 COc1ccc(CNC(=O)C(NC(C)=O)C(=O)Nc2ccc(C(C)C)cc2)cc1 (stereo not given)
    10%	-2%	6%	-5%	i	0	4	-2%	-1	-1%
#47 Cc1ccc(NC(=O)C2CCN(S(=O)(=O)c3cccc4nonc34)CC2)nc1
    14%	7%	8%	u	5	-1	-4	3%	11	3%
#48 Cc1ccc(S(=O)(=O)N2CCCCC2)cc1C(=O)OC(C)C(=O)NCC1CCCCC1 (stereo not given)
    -15%	-9%	x	x	-25	x	-13	-3%	25	x

From PubChem
